Screening results from PubChem BioAssay.
TTR transcr act: activators of transthyretin transcription; AID 1117267; activation, % at 16.7 µM; 1.3% of 92,000 active; SH-SY5Y TTR promoter Gaussia luciferase, luminescence; 100% = recombinant luciferase protein wells;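 active = activation above the mean of all tested compounds plus 3 SD, cut at about 9.5% in these data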;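 also: cells exposed to compounds for one day before reading; 0% = median of all test compound wells on the plate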
Numbers without * were called inactive. These rows are one share of the data; the hit share may differ from the screen's.

molecule	TTR transcr act
C#CCOc1cc(C2C3=C(COC3=O)Nc3cc4c(cc32)OCO4)ccc1OC (configuration not stated)	-0.7
CCOc1ccc(C2CC(c3c(O)n(C)c(=O)n(C)c3=O)=NN2)cc1 (configuration not stated)	-0.3
O=c1[nH]c(O)c(N=Nc2ccc(SC(F)F)cc2)c(=O)[nH]1	-2.2
C[C@H](NC(=O)OCc1ccccc1)C(=O)NC(Cc1ccccc1)P(=O)(Oc1ccccc1)Oc1ccccc1 (some centres not stated)	1.1
O=C(CCc1ccccc1)N1Cc2cc(-c3cccc(F)c3)ccc2-n2nncc2C1	-0.3
N#CC(C#N)=Cc1ccc(-c2ccccc2F)o1	-1.7
COc1cccc(-n2c(C)nc3ccccc3c2=O)c1	0.7
CCOc1ccc(N2C(=O)CC(=O)NC2=O)cc1	1.6

The list continues:
molecule	TTR transcr act
Cc1ccccc1-c1ccc2c(c1)C1c3c(-c4ccccc4)nnn3-c3ccccc3C(=O)N1CC2 (configuration not stated)	-1.1
CN1CCC(N(C)c2ncnc3ccc(Br)cc23)CC1	0.3
COC(=O)C1=C(c2cccc(NC(C)=O)c2)C[C@@H]2CC[C@H]1N2C	-1.0
Cc1nc2ccccc2c(=O)n1/N=C/c1cc(Br)cc(Br)c1O	0.3
NP(=O)(OCC(F)(F)F)Oc1cccc2ccccc12 (configuration not stated)	-0.8
O=C(C(Cc1ccccc1)NS(=O)(=O)c1cccc2nsnc12)N1CCC2(CC1)OCCO2 (configuration not stated)	1.6
Cc1cc(O)c2c(c1)C(=O)[C@@]13C(=C2O)C(=O)[C@H]2C(O)[C@@H]1[C@H]1C(O)[C@@H]3C(=O)C3=C(O)c4c(O)cc(C)cc4C(=O)[C@@]312 (some centres not stated)	-1.8
CC(C)(C)c1cc([N+](=O)[O-])cc(C(C)(C)C)c1O	-4.0

An excerpt of these results, field by field:
SMILES: O=C(C(Cc1ccccc1)NS(=O)(=O)c1cccc2nsnc12)N1CCC2(CC1)OCCO2 (configuration not stated)
  TTR transcr act: 1.6

SMILES: CN1CCC(N(C)c2ncnc3ccc(Br)cc23)CC1
  TTR transcr act: 0.3

SMILES: Cc1nc2ccccc2c(=O)n1/N=C/c1cc(Br)cc(Br)c1O
  TTR transcr act: 0.3

Remaining list, next part.
molecule	TTR transcr act
S=C(NCCc1ccccc1)N1Cc2cc(-c3ccccc3)ccc2-n2nncc2C1	-0.8
O=C1CC=C2C3CC4N(CCC45c4cc(O)c(O)cc4N1C25)CC3=CCBr (configuration not stated)	-1.3
O=P(O)(O)COc1ccccc1O	-1.3
COc1ccc(C(=O)C2CCCN(Cc3ccc(C)s3)C2)c(OC)c1 (configuration not stated)	3.2
Cc1ccc(C(O)P(=O)(Oc2ccccc2)Oc2ccccc2)cc1 (configuration not stated)	1.7
Cc1c(N=Cc2c(O)n(C)c(=O)[nH]c2=O)c(=O)n(-c2ccccc2)n1C	-0.3
Cc1ccnc(NC(=O)CCCc2ccc(N(CCCl)CCCl)cc2)n1	0.2
CN=C(SCc1ccccc1)c1c(O)n(C)c(=O)n(C)c1=O	-2.1

Fetched one by one from the entries so far:
molecule	TTR transcr act
CN=C(SCc1ccccc1)c1c(O)n(C)c(=O)n(C)c1=O	-2.1
O=C1CC=C2C3CC4N(CCC45c4cc(O)c(O)cc4N1C25)CC3=CCBr (configuration not stated)	-1.3
COc1ccc(C(=O)C2CCCN(Cc3ccc(C)s3)C2)c(OC)c1 (configuration not stated)	3.2

Further structures follow:
molecule	TTR transcr act
CCc1nnc(NS(=O)(=O)c2ccc(N=Cc3c(O)n(-c4ccc(Cl)cc4)c(=O)[nH]c3=O)cc2)s1	-0.1
O=C1CC(=O)N(c2ccc3c(c2)OCO3)C(=O)N1	1.1
c1cc2c(cc1N1CCCCC1)C1CC2CCN1 (configuration not stated)	-1.5
Cc1c(C=O)c2ccccc2n1Cc1ccc([N+](=O)[O-])cc1	-3.0
CCC(=NCCCn1ccnc1)c1c(O)n(-c2ccccc2)c(=O)[nH]c1=O	1.4
O=[N+]([O-])c1cc(F)c(N2CCCCCC2)cc1N1CCNCC1	1.7
CNC(=O)ON(C(=O)NC)C1N(C)C(=S)SC1(C)C (configuration not stated)	0.0
COC(=O)[C@@]1(O)c2c(oc3cccc(O)c3c2=O)C=C[C@H]1O	-1.0

More entries:
molecule	TTR transcr act
CCOc1cccc(=NC2CCCCC2)c2c(C)[nH]c(C)c12	0.9
COc1ccc(N2C(=O)/C(=C/c3cc(C)n(-c4ccc(C)cn4)c3C)C(=O)NC2=S)c(OC)c1	11*
CC1=CC(=C2C(=O)NC(=S)NC2=O)C=C(C(F)(F)F)N1C	0.8
COc1ccccc1CCNCc1cccc(C(F)(F)F)c1	-0.6
COc1ccc2c(c1OC)C(=O)OC2C1c2cc3c(cc2CCN1C)OCO3 (configuration not stated)	-0.4
O=c1[nH]c(=S)[nH]c(O)c1CN1CCCCC1	-1.1
COc1ccc2nc(-c3ccc(CN4CCC(n5c(=O)[nH]c6ccccc65)CC4)cc3)c(-c3ccccc3)nc2c1	-1.6
CCOC(=O)CC1c2ccccc2-n2nncc2CN1C (configuration not stated)	0.2

Copied from the list.
CC1=CC(=C2C(=O)NC(=S)NC2=O)C=C(C(F)(F)F)N1C in TTR transcr act has 0.8
COc1ccccc1CCNCc1cccc(C(F)(F)F)c1 in TTR transcr act has -0.6
COc1ccc2nc(-c3ccc(CN4CCC(n5c(=O)[nH]c6ccccc65)CC4)cc3)c(-c3ccccc3)nc2c1 in TTR transcr act has -1.6
CCOC(=O)CC1c2ccccc2-n2nncc2CN1C (configuration not stated) in TTR transcr act has 0.2
CCOc1cccc(=NC2CCCCC2)c2c(C)[nH]c(C)c12 in TTR transcr act has 0.9

Other structures.
molecule	TTR transcr act
Cc1cccc(C(O)(C(=O)O)c2ccccc2)c1 (configuration not stated)	2.8
O=C1NC(=O)C(=CCc2ccccc2)C(=O)N1	0.8
O=C1NC(=O)C(=Cc2cccs2)C(=O)N1	-0.3
Cc1ccc(C2C(S(C)(=O)=O)=C(O)C(=O)N2c2ccccc2)cc1 (configuration not stated) (tested in a mixture with another compound)	-2.9
C[C@]12CC[C@@H](O)CC1=CCC1C2CC[C@@]2(C)C1CC[C@@H]2N (some centres not stated)	1.8
c1cc2c(cc1NC1=NCCO1)CCCC2	-0.8
N=Cc1c(O)n(-c2ccccc2)c(=O)n(-c2ccccc2)c1=O	0.0
CC1=C(C(=O)O)N2C(=O)C(NC(=O)CCCC(=O)O)C2SC1 (configuration not stated)	-0.9

Four entries from above in another layout:
Compound: CCc1nnc(NS(=O)(=O)c2ccc(N=Cc3c(O)n(-c4ccc(Cl)cc4)c(=O)[nH]c3=O)cc2)s1
- TTR transcr act: -0.1

Compound: O=C1CC(=O)N(c2ccc3c(c2)OCO3)C(=O)N1
- TTR transcr act: 1.1

Compound: c1cc2c(cc1N1CCCCC1)C1CC2CCN1 (configuration not stated)
- TTR transcr act: -1.5

Compound: Cc1c(C=O)c2ccccc2n1Cc1ccc([N+](=O)[O-])cc1
- TTR transcr act: -3.0

(listing goes on)
molecule	TTR transcr act
O=C1C2CCCC1C(N1CCCC1)CC2 (configuration not stated)	-1.0
CN(C)P(=O)(N(C)C)N1CC1	-0.2
COc1ccc(CC2(CCc3ccncc3)C(=O)NC(=O)NC2=O)cc1OC	3.2
c1ccc(C(CN2CCCCC2)c2ccccc2)cc1	0.8
CC1CN=C(NCc2ccccc2Cl)S1 (configuration not stated)	1.2
O=C(CCc1ccc(O)cc1)N1C[C@H]2C[C@@H](C1)c1cccc(=O)n1C2	-1.4
COC(=O)C1=C(c2cccc(C#N)c2)C[C@@H]2CC[C@H]1N2C(=O)NC1CCCCC1	-1.0
COc1cc(C)cc2oc(=O)c(CC(=O)N3C[C@H]4C[C@@H](C3)c3cccc(=O)n3C4)c(C)c12	-1.8

Remaining list, next part:
molecule	TTR transcr act
c1cc(OCCN2CC2)ccn1	10*
Cc1cccc(NC(=O)C(C)N2CC=C(c3ccccc3)CC2)c1 (configuration not stated)	-0.5
Cc1ccc(C2CC(=O)C(C=NCCN3CCN(C(=O)Cc4ccccc4)CC3)=C(O)C2)cc1 (configuration not stated)	-1.0
Cc1ccc(OCC(=O)N2CCN(CC3CC4C=CC3C4)CC2)cc1 (configuration not stated)	-4.2
CC(=O)N(C1=NCCCS1)c1ccc(Cl)cc1	-1.9
O=c1[nH]c(=S)[nH]c(O)c1N=Nc1ccc(S(=O)(=O)N2CCOCC2)cc1	-0.2
COC(=O)C1=C(c2ccc(OC(F)(F)F)cc2)C[C@@H]2CC[C@H]1N2C(=O)NC1CC1	10*
CN1C(=O)NC(=O)/C(=C/c2ccc([N+](=O)[O-])s2)C1=O	-0.6

The results go on:
molecule	TTR transcr act
Cc1csc(NC(=O)C(Cl)c2ccccc2)n1 (configuration not stated) (tested in a mixture with another compound)	-1.6
COC(=O)C1=C(c2ccc(OC)c(OC)c2)C[C@@H]2CC[C@H]1N2C(=O)NCCCOC(C)C	1.4
O=c1[nH]c(=O)n(-c2ccccc2)c(O)c1N=Nc1ccc(Br)cc1	-0.7
COc1ccc2nc(NC3=NCCN3)sc2c1	1.7
Cc1ccccc1-n1c(O)c(/C=N/c2nccs2)c(=O)[nH]c1=O	0.0
CCN[C@@H](C)Cc1cccc(C(F)(F)F)c1	3.0
